Bioassay records from PubChem BioAssay.
S1P3 antag – antagonists of human S1P3 receptor. Q99500. CHO S1P3 NFAT-BLA reporter, FRET fluorescence, antagonist mode. 170,000 compounds, 0.27% hits. inhibition, % at 4.98 µM. AID 485;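 active means inhibition above the plate cutoff, the mean inhibition of test wells on that plate plus 3 SD, cut at about 28% in these data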;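 further: cells challenged with S1P at its EC80 of 0.8 µM; blue over green emission ratio from cleaved BLA substrate after 4 h stimulation; 0% = S1P-stimulated wells and 100% = unstimulated DMSO-only wells; some compounds past the cut are filed as inactive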
Target sequence (Q99500 whole entry, looked up): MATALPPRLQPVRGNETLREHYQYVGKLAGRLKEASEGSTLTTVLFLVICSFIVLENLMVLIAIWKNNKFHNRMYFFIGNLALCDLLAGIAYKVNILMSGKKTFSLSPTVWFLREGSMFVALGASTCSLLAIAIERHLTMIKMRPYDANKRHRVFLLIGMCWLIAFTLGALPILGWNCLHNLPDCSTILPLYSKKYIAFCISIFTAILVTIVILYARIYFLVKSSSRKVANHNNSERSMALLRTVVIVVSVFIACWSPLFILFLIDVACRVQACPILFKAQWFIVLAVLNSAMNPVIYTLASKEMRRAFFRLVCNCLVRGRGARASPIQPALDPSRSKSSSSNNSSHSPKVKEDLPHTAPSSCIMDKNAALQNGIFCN
Active calls of the source: *. The list is partial; count on the stated rates, not on these rows.

Compound	S1P3 antag
C/C(=N\Nc1nc(C)cc(C)n1)c1ccc(C)o1	-7.2
CN1CCC(N(C)C(=O)/C(C#N)=C/c2ccc(OC(F)F)cc2)CC1	5.1
COc1ccc(CN(Cc2ccc(OC)cc2)C(=O)c2cccs2)cc1	-8.2
COc1ccc(NC(=O)CSc2ncnc3[nH]ncc23)cc1	-13.7
O=C(CCN1CCC(c2cccs2)=N1)c1cccs1	2.8
CCCCN(C(=O)COc1ccc(C)cc1OC)c1c(N)n(CCC)c(=O)[nH]c1=O	12.3
COc1cc2c(cc1OC)C(=NCCC(=O)O)NC(C)(C)C2	-6.9
COc1ccccc1/C=C/C=N/NC(=O)c1cccs1	21.3
NC(=O)NN=C1C2CCCC1C(c1ccccc1)NC2c1ccccc1 (stereo not drawn)	-5.5
Cn1c(=O)c2c(nc(CN3CCN(c4ccc(F)cc4)CC3)n2CCN2CCOCC2)n(C)c1=O	-33.8
O=[N+]([O-])c1c(Nc2ccccc2O)cc(N2CCOCC2)c2nonc12	-1.9
CSc1sc(-c2nnc(SCC(=O)Nc3ccccc3)n2C)c2c1C=CCC2	-14.6
O=C(NCc1cccs1)c1cccnc1SCCS(=O)(=O)c1ccc(C(F)(F)F)cn1	6.0
CCCc1nnc(NC(=O)c2cn(CC)c3cc(N4CCN(C)CC4)c(F)cc3c2=O)s1	-10.4
CCC(=O)Nc1c(C#N)c2nc3ccccc3nc2n1-c1ccc(C)cc1	-16.4
COc1cccc(N2C(=O)[C@H]3C(C(=O)c4cnccn4)=NN[C@H]3C2=O)c1	-12.1
O=C(O)CCCC(=O)NCc1c(Cl)cccc1Sc1ccc(Cl)cc1	3.7
COc1cc(NC(=S)NCCCN(C)C)c(OC)cc1NC(=O)c1ccco1	-7.3
O=S(=O)(Nc1ccc(-n2cnnn2)cc1)c1ccc(F)c(F)c1F	-9.0
Cc1cc(NC(=O)c2c(C)noc2C)no1	-1.4
N#C/C(=C\c1cc(O)c(O)c(O)c1)C(N)=O	3.8
C(=N\Nc1nc(-c2ccccn2)nc2ccccc12)/c1ccccc1	-5.4
C[C@H](NC(=O)CCCn1nnc2ccccc2c1=O)C(=O)O	-0.7
Cc1ccc(N2CCN(c3cc(C)nc4c5c(C)cc(C)nc5nn34)CC2)cc1	1.6
Cc1ccc2nc(C)c3c(c2c1)OC(C(C)(Cl)Br)C3 (stereo not drawn)	12.2
O=[N+]([O-])c1cccc(-c2cn3nc(-c4ccccc4)c(-c4ccccc4)nc3n2)c1	-1.9
CCOC(=O)c1[nH]c(COC(=O)CCCOc2ccccc2)c(C(=O)OCC)c1C	-2.0
COc1ccccc1CN1CCCC(C(=O)N2CCCCC2)C1 (stereo not drawn)	-9.8
Cc1ccc(S(=O)(=O)N2CCOCC2)cc1NC(=O)CN(C)C1CCS(=O)(=O)C1 (stereo not drawn)	13.8
O=C(O)c1ccc(/C=C(\c2nc3ccccc3[nH]2)c2nc3ccccc3s2)cc1	1.4
Cc1cc(N2CCN(Cc3nc(-c4ccc(Cl)cc4)oc3C)CC2)cc(C)n1	1.4
Cc1csc(/N=C/N(C)C)c1C#N	-4.8
Cc1c(NC(=O)CNCc2ccc3c(c2)OCO3)c(=O)n(-c2ccccc2)n1C	-13.9
O=C(O)c1cc(-c2cccc([N+](=O)[O-])c2)nc2ccccc12	-15.9
Cc1nnc(NC(=O)CCC(=O)N2CCN(CCOc3cccc4ccccc34)CC2)s1	-6.8
O=C(O)c1nc2nc(Cl)c(Cl)nc2[nH]1	-4.0
Cc1ccc(F)cc1NC(=O)Nc1cc(C(C)(C)C)nn1C	10.8
COc1ccc(CCNC(=O)c2ccc([N+](=O)[O-])cc2)cc1	-6.9
COC(=O)N/N=C/c1ccc(-c2ccccc2Cl)o1	12.4
CCN1CCN(c2ccc(-n3c(C)nc4c(cnn4-c4ccccc4Cl)c3=O)cc2)CC1	-8.0
COc1cc(CC(=O)OCC(=O)Nc2ccc(Cl)c(S(=O)(=O)N(C)C)c2)cc(OC)c1OC	5.2
CCN1CCN(c2ncnc3c2cnn3-c2ccc(Cl)cc2)CC1	-19.8
CC1CN(c2ccc(Oc3ccccc3)cc2)c2nc3c(c(=O)n(CC(N)=O)c(=O)n3C)n2C1 (stereo not drawn)	-2.0
Cc1cccn2c(CNCC(C)Oc3cccnc3)c(C(=O)N3CCOCC3)nc12 (stereo not drawn)	-22.5
COc1ccc(N2CCN(CC(=O)c3c(C)n(C)c4ccc(OC)cc34)CC2)cc1	-4.7
CCCNC(=O)CN1C(=O)NC(CCSC)C1=O (stereo not drawn)	-1.7
CCn1c(Cc2ccccc2)n[nH]c1=S	6.3
CC1CN(CCn2cnc3c(N)ncnc32)CC(C)O1 (stereo not drawn)	-1.1
Cc1ccc(C2(C)NC(=O)N(CC(=O)Nc3ccc(-c4nc5ccc(C)cc5s4)cc3)C2=O)cc1 (stereo not drawn)	0.2
O=C(N/N=C/c1ccc([N+](=O)[O-])o1)C(=O)Nc1ccc(C(=O)O)cc1	1.8
CCOC(=O)C(=O)Nc1ncc(Cl)s1	-0.5
C=CCNC(=S)N1CCN(C2CCCCC2)CC1	-5.1
Cn1sc(=O)c2cc(S(=O)(=O)NC3CC3)ccc21	-9.7
CCOC(=O)C(=CNc1ccc(Oc2cccnc2)nc1)C(=O)OCC	3.8
COC(=O)c1sccc1-n1cc(C#N)c(=O)n(C)c1=O	4.4
N/C(CCS(=O)(=O)c1ccc(Cl)cc1)=N\OC(=O)c1ccccc1Cl	-5.8
COc1ccc(CCNC(=O)C/C(C)=N/NC(=O)Cc2cccc3ccccc23)cc1OC	7.1
CC(NCc1ccc(S(N)(=O)=O)cc1)C(=O)N1c2ccccc2CC1C (stereo not drawn)	7.7
OCCN(CC#CC(O)(c1ccccc1)c1ccccc1)CCO	-11.8
c1ccc(-c2nnc(SCC3CCCO3)nc2-c2ccccc2)cc1 (stereo not drawn)	10.0

(next part)
Compound	S1P3 antag
CC(=O)c1cnc(Nc2nc(C)c3cccc(C)c3n2)nc1C	-10.4
O=c1oc2c(CN3CCN(CCO)CC3)c(O)ccc2cc1-c1ccccn1	8.2
Cc1cc(-c2n[nH]c(=S)n2/N=C/c2cccc(O)c2)n[nH]1	-2.6
COc1ccc(CNC(=O)C(c2ccncc2)N(C(=O)Cc2cccs2)c2cccnc2)cc1 (stereo not drawn)	1.2
COc1ccc(C2c3ccc(O)cc3Oc3ncn4nc(-c5cccnc5)nc4c32)cc1OC (stereo not drawn)	5.6
Cc1cccc2c(=O)cc(C(F)(F)F)[nH]c12	-0.3
Cc1cc(C)n(-c2ccc(C(=O)Nc3ccc(C)c(S(=O)(=O)N4CCOCC4)c3)cc2)n1	-1.3
O=C(COc1ccccc1)Nc1cccc(-c2nnc(-c3ccccc3)o2)c1	-10.1
COC(=O)C/C(N)=C(\C#N)C(=O)OC	-2.8
CCOC(=O)Cc1csc(NC(=O)CCCC(=O)O)n1	-3.0
Cc1cc(O)c2/c(=N\N)c(-c3csc(C)n3)coc2c1	-1.7
CCOc1ccccc1/C=C(\C#N)C(=O)Nc1cccc(C(=O)O)c1	-3.1
CCOC(=O)C(=CNc1cc(Cl)c(-c2ccco2)c(Cl)c1)C(=O)OCC	4.7
COc1ccccc1-n1c(SCC(=O)N2CCCC2)nnc1-c1ccccc1	5.3
CCCCn1c(N)c(N(Cc2ccccc2OC)C(=O)COc2ccccc2C#N)c(=O)[nH]c1=O	-13.2
CCOc1ccc(N/C(=N/c2nc(C)cc(C)n2)NC(C)=O)cc1	-27.6
COCC(=O)NC1CCCCCC1	-11.4
O=C1CC(N2CCOCC2)=NN1c1ccc([N+](=O)[O-])cc1	-6.4
Cc1cc(NC(=O)c2cc([N+](=O)[O-])cc([N+](=O)[O-])c2)no1	-6.0
CCN(CC)CCN1c2ccccc2Sc2ccc3ccccc3c21	4.0
CC(C)NC(=O)NNC(=O)c1nn(-c2ccc(F)cc2)ccc1=O	-3.3
O=C(NC(=S)N1CCN(C/C=C/c2ccccc2)CC1)c1ccc(F)cc1	5.0
CN(C)S(=O)(=O)c1cccc(-c2nn(-c3ccccc3)cc2/C=C2\SC(=S)N(CC(=O)O)C2=O)c1	-1.6
O=S(=O)(Nc1ccc(Cl)cn1)c1cnc(Cl)c(Br)c1	-21.3
O=C(N/N=C/c1cc(Cl)cc(Cl)c1O)c1ccncc1	16.8
COc1cc(/C=C(\NC(C)=O)C(=O)O)cc(OC)c1OC	-1.1
Cn1nc(-c2ccc(Cl)cc2)cc1NC(=O)CSCC(=O)O	-10.2
O=C(NCc1ccc2c(c1)CCO2)Nc1ccccc1	5.4
NC(=S)NNC(=O)COc1ccccc1O	0.4
Cc1cc(C)cc(-n2cc3c(=O)n(C)c(=O)n(C)c3c2)c1	4.8
CCC/C(O)=C1\C(=O)CC(C)(C)CC1=NCc1ccccc1	-7.6
Cn1c(=O)c2c(nc(CN3CCN(CCO)CC3)n2Cc2ccccc2Cl)n(C)c1=O	-10.4
CC(C)C(=O)NN(C(=O)C(C)C)c1nc2ccccc2s1	11.7
Cc1nc2sc(C(c3ccccc3)N3CCN(C)CC3)c(O)n2n1 (stereo not drawn)	3.0
CC1(C)COC(Cn2c3ccccc3c3ccccc32)O1 (stereo not drawn)	16.5
Cc1cc(NC(=O)c2c(-c3c(F)cccc3Cl)noc2C)no1	-14.2
CC1CCc2c(nc3ncnn3c2N2CCN(c3ccccc3F)CC2)C1 (stereo not drawn)	-4.7
Cc1ccnc2nc(C(=O)Nc3nc4ccccc4s3)nn12	-9.8
O=C(Nc1cc(C(F)(F)F)ccc1Cl)C(Sc1n[nH]c(=O)[nH]c1=O)c1ccccc1 (stereo not drawn)	-3.0
COc1cccc(N2CCN(Cc3coc4c(Cl)cc(Cl)cc4c3=O)CC2)c1	-7.1

Compounds above containing a CF3 group:
Compound	S1P3 antag
O=C(NCc1cccs1)c1cccnc1SCCS(=O)(=O)c1ccc(C(F)(F)F)cn1	6.0
Cc1cccc2c(=O)cc(C(F)(F)F)[nH]c12	-0.3
O=C(Nc1cc(C(F)(F)F)ccc1Cl)C(Sc1n[nH]c(=O)[nH]c1=O)c1ccccc1 (stereo not drawn)	-3.0

(further entries)
Compound	S1P3 antag
COc1ccc(C(=O)CN2C(=O)c3ccccc3S2(=O)=O)cc1	-3.0
O=C(NCc1csc(-c2ccccc2)n1)c1cc(F)cc2c1OCOC2	16.5
C=CCNC(=S)Nc1sc2c(c1C(N)=O)CCCC2	2.0
COc1ccccc1Oc1ccccc1[N+](=O)[O-]	-12.8
Cc1ccc(S(=O)(=O)C2(S(=O)(=O)c3ccc(C)cc3)CC2)cc1	1.4
NS(=O)(=O)c1ccc(CCNS(=O)(=O)c2cccc(C(=O)O)c2)cc1	-5.0
Cc1nc(Cl)nc(N(C)c2ccccc2)c1[N+](=O)[O-]	-10.6
COC(=O)c1sccc1NC(=S)NCc1ccc(Cl)cc1	-3.3
N=c1n(CCN2CCCCC2)c2ccccc2n1CC(=O)c1cccs1	12.8
Nc1ccc2c(c1Cl)C(=O)c1ccc(N)c(Cl)c1C2=O	-7.0
Cc1ccc(CSc2nnc(CCNC(=O)OC(C)(C)C)o2)cc1	8.0
COc1ccc(NC(=O)c2ccc(S(=O)(=O)N3CCCCCC3)cc2)c(OC)c1	-16.8
O=C(Nc1cccc2ccccc12)c1cc2c(cc1Br)OCO2	9.6
COc1ccc(S(=O)(=O)N(C)c2ccc(C(=O)N3CCCCC3)cc2)cc1OC	1.1
CC(C)(C)NC(=O)COC(=O)c1ccccc1Oc1ccccc1	-11.4
NS(=O)(=O)c1ccc(Cl)cc1[N+](=O)[O-]	5.8
CC(C)c1ccc2[nH]c3c(c2c1)CCC/C3=N\NC(=O)c1ccncc1	-1.9
Cc1ccc(-c2nnc(N3CCCCC3)c3ccccc23)cc1	-8.8
COc1ccc(Cc2noc(CN(C)CCc3ccccc3)n2)cc1OC	0.5
CC(=O)N=c1c(C#N)cc2c(=O)n3cccc(C)c3nc2n1CC(C)C	-19.1
COc1ccc(-c2c[n+](CC(=O)N3c4ccccc4Sc4ccccc43)c3n2CCC3)cc1	-11.5
COc1ccc2[nH]c3c4c(ccc3c2c1)C(=O)C=CC4=O	-0.5
CS(=O)(=O)NNC(=O)c1sccc1OCc1ncc(C(F)(F)F)cc1Cl	8.2
CC(C)CCC(CC(C)O)C(=O)NNC(=S)Nc1ccccc1 (stereo not drawn)	3.9
Cc1ccc(S(C)(=O)=NS(=O)(=O)c2cccc3nsnc23)cc1 (stereo not drawn)	-13.9
O=C(/C(N=Nc1cccc([N+](=O)[O-])c1)=C(/O)c1ccc(Br)cc1)C(F)(F)F	9.4
CCC(C)NC(=O)c1ccc2c(Cl)c3c(nc2c1)CCC3 (stereo not drawn)	22.9
CSC1=N/C(=C\c2ccc(Cl)cc2)C(=O)N1N(C)C	-5.4
O=S1(=O)CC(O)C(N=Nc2c(O)n(Cc3ccccc3)c3ccccc23)C1 (stereo not drawn)	1.6
c1ccc(Cn2nnc3c(NCc4ccc5c(c4)OCO5)ncnc32)cc1	-0.3
Cc1csc(NC(=O)c2ccncc2)n1	-4.3
Fc1ccc(C2c3[nH]c4ccccc4c3CCN2CCCn2cccn2)cc1 (stereo not drawn)	17.5
Clc1ccc(/C=N/N2CCCCC2)cc1	-5.8
O=c1oc2ccccc2c(NCc2ccc(Cl)cc2)c1[N+](=O)[O-]	-7.5
Oc1c(Br)cc(Br)cc1C=Nc1ccc2[nH]ncc2c1	0.4
CCCOc1ccc(N2C(=O)CC(NCCNc3ccc([N+](=O)[O-])cn3)C2=O)cc1 (stereo not drawn)	0.9
C=CCSc1ncnc2c1oc1nc3c(cc12)COC(C)(C)C3	0.8
